Source: PubChem BioAssay
GRK2 inh = blocks RNA aptamer binding to human GRK2. P25098. inhibition of aptamer binding, % at 10 µM. actives 0.59% (n = 330,000). bead flow cytometry, FAM-aptamer displacement from GRK2;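 active = inhibition of aptamer binding above 40%, roughly 3 SD of noise, on plates passing a quality check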;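 note: median bead fluorescence of bound FAM aptamer so fluorescent compounds give negative values; no value below 0 was filed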
Target sequence (P25098 whole entry, looked up): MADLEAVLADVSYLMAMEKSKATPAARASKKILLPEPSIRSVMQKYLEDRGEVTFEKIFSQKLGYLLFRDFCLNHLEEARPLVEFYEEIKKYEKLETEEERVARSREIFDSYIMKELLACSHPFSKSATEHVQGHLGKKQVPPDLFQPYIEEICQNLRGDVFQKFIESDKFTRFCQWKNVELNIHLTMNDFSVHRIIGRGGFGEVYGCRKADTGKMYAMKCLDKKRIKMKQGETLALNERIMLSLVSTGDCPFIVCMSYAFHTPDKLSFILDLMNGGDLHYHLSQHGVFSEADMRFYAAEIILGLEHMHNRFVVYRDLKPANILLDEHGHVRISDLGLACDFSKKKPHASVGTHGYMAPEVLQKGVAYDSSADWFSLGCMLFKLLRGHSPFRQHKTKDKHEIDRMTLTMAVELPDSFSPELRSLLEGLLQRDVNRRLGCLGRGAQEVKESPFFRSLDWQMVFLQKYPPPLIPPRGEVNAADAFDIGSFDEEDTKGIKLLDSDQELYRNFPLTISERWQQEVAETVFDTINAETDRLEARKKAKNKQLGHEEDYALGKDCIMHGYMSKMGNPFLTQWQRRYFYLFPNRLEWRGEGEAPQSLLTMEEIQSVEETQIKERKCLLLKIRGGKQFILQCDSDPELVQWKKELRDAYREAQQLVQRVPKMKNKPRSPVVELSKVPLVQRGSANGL
Yeast superoxide = caloric restriction mimetics inhibiting age-related superoxide in yeast. superoxide response (% of plate mean), % at 10 µM. S. cerevisiae aged cells, superoxide DHE fluorescence; active compounds read low. actives 0.18% (n = 330,000). AID 2690;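 active = superoxide response under a set limit, about three screen SD below normal, cut at about 65% in these data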;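 note: yeast aged for seven days with compound at 30 °C before DHE staining; 100% = average MFI of all compound-treated wells on the plate with controls excluded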
RPL19A TOR yeast = yeast TOR pathway RPL19A-GFP modulation | actives 0.3% (n = 330,000) | percent response vs DMSO, % at 10 µM | S. cerevisiae RPL19A-GFP strain, flow cytometry, 3 h; active compounds read low;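 active = percent response vs DMSO below 50%; inconclusive = fewer than 70 events counted for the yeast strain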;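 note: median channel GFP fluorescence of the barcoded RPL19A-GFP strain; ratio of sample median GFP to plate DMSO average so 100% = DMSO; lower means less RPL19A-GFP as with rapamycin TOR inhibition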
AGP1-GFP MLPCN = modulators of TOR pathway AGP1-GFP in S. cerevisiae; GFP response vs DMSO, % at 10 µM; S. cerevisiae AGP1-GFP multiplex flow cytometry, 3 h; GFP as percent of DMSO wells; actives 0.02% (n = 320,000);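 active = GFP response relative to DMSO above a set limit, near screen average plus 3 SD, cut at about 150% in these data; inconclusive = fewer than 70 cells counted for the yeast strain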;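 note: median GFP channel fluorescence of the gated AGP1 strain per well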
VLA-4 inh = inhibition in a human VLA-4 binding assay; inhibition, % (about 7 µM as worked out from the volumes in the protocol); VLA-4 expressing cells, ligand binding flow cytometry; P13612; AID 2557; actives 0.2% (n = 330,000); in the data active = inhibition above about 50%
LAP4 TOR yeast = modulators of TOR pathway LAP4-GFP in S. cerevisiae; GFP response vs DMSO, % at 10 µM; S. cerevisiae LAP4-GFP multiplex, flow cytometry GFP, 3 h; median GFP as percent of DMSO wells; actives 0.34% (n = 320,000);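 active = GFP response vs DMSO above a set limit, about the screen mean plus 3 SD, cut at about 150% in these data; inconclusive = under 70 cell events counted for the yeast strain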
MEP2 TOR yeast = alters MEP2-GFP fluorescence in TOR pathway yeast screen; GFP response vs DMSO, % at 10 µM; AID 2016; S. cerevisiae MEP2-GFP strain, flow cytometry GFP, 3 h; 100% = DMSO control level; actives 0.51% (n = 330,000);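 active = GFP response versus DMSO above a set limit, roughly screen mean plus 3 SD, cut at about 180% in these data; inconclusive = fewer than 70 cells counted for a yeast strain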;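 note: median GFP fluorescence of the barcode-gated MEP2-GFP cells per well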
CIT2-GFP yeast = modulators of TOR pathway CIT2-GFP in S. cerevisiae; S. cerevisiae CIT2-GFP strain, flow cytometry, 3 h; 100 means same as DMSO wells; GFP response vs DMSO, % at 10 µM; actives 0.065% (n = 320,000);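 active = GFP response relative to DMSO above a set limit, near the screen mean plus 3 SD, cut at about 150% in these data; inconclusive = Fewer than 70 cells measured for a yeast strain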;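 note: ratio of well median GFP fluorescence to mean of DMSO wells on the plate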
* = called active by the depositor; ? = inconclusive; · = not tested or not shown; [ ] = another dose, or the depositor's remark.

SMILES | GRK2 inh | Yeast superoxide | RPL19A TOR yeast | AGP1-GFP MLPCN | VLA-4 inh | LAP4 TOR yeast | MEP2 TOR yeast | CIT2-GFP yeast
NS(=O)(=O)c1cc(C(=O)OCC(=O)c2ccc3c(c2)OCCO3)ccc1Cl | 0 | 108 | 108 | 102 | 15 | 91 | 108 | 105
O=C(CC1C(=O)NCCN1C(=O)c1ccc([N+](=O)[O-])cc1)Nc1ccc(F)cc1 (stereo not drawn) | 2 | 95 | 98 | 94 | 17 | 92 | 105 | 96
Cc1nn(-c2ccccc2)c(C)c1/C=N/NC(=O)c1cc(-c2ccccc2)n[nH]1 | 2 | 101 | 106 | 106 | 7 | 109 | 115 | 110
O=C(CSc1ccc(Cl)cc1)Nc1ccc(N2CCN(c3ccccc3)CC2)c(F)c1 | 0 | 98 | 98 | 16 | 14 | 83 | 94 | 62
O=C(Nc1nnc(-c2ccco2)s1)C1CC1 | 2 | 110 | 107 | 108 | 5 | 123 | 102 | ·
O=C(COc1cccc2ccccc12)Nc1cc(Cl)ccc1C(=O)O | 2 | 105 | 103 | 105 | 12 | 92 | 100 | 102
O=C(CC1CCCCC1)NCc1nc(-c2ccccc2)no1 | 2 | 115 | 102 | 106 | -2 | 101 | 100 | 101
C=CCOC(=O)/C(=C\c1ccc(OC)cc1)NC(=O)c1ccco1 | 3 | 103 | 102 | 104 | -14 | 106 | 106 | 103
COc1ccc(CNC(=O)c2c(C)nc3ccccn23)cc1 | 0 | 91 | 99 | · | -17 | 99 | 100 | 101
Cc1cc(C)c(S(=O)(=O)NCc2cccnc2)c(C)c1 | 0 | 107 | 110 | 99 | -4 | 92 | 108 | 104
O=C(NC1CCCCC1)c1cc(C(=O)c2ccccc2Br)c[nH]1 | 0 | 122 | 107 | 110 | 5 | 107 | 106 | 107
Cc1coc(C)c1C(=O)CC1(O)C(=O)Nc2cc(Cl)cc(Cl)c21 (stereo not drawn) | 1 | 94 | 94 | 89 | -6 | 87 | 99 | 94
Cc1ncc(CO)c(/C=N/NC(=O)c2ccccc2Br)c1O | 3 | 99 | 95 | 19 | 4 | 91 | 116 | 97
COC(=O)C(NC(=O)c1ccccc1)(Nc1nc(C)cs1)C(F)(F)F (stereo not drawn) | 0 | 93 | 100 | 102 | 5 | 105 | 104 | 96
COc1ccc(CC(=O)N/N=C(\C)c2ccccn2)cc1 | 0 | 116 | 93 | 91 | 5 | 88 | 98 | 94
COc1ccccc1/C=C\C(=O)NCC(=O)N/N=C/c1ccc(O)cc1O | 0 | 84 | 95 | 106 | 3 | 90 | 104 | 98
O=C(c1ccc2c(c1)C(=O)N(CCCO)C2=O)c1ccc2c(c1)C(=O)N(CCCO)C2=O | 0 | 105 | 101 | 108 | -3 | 101 | 97 | 103
O=C(O)/C=C/C(=O)Nc1ccc(-n2nccc2C(F)(F)F)cc1 | 0 | 115 | 97 | 104 | 33 | 106 | 101 | 99
COc1ccc(-n2c(=O)c3c4c(sc3n(CC(=O)NC3CCCC3)c2=O)CCCC4)c(OC)c1 | 0 | 95 | 103 | 104 | 22 | 109 | 106 | 104
O=C(NCCCN1CCOCC1)c1ccc(CSc2ccc(Cl)cc2)cc1 | 1 | 104 | 106 | 104 | 22 | 107 | 111 | 108
O=C(CNC(=O)c1ccco1)NCC(=O)OCc1cccc(Cl)c1 | 2 | 90 | 103 | 107 | 29 | 97 | 105 | 106
COc1ccc(COC(=O)C2CCN(S(=O)(=O)c3ccc(C)cc3)CC2)cc1 | 0 | 93 | 96 | 86 | -4 | ? | 90 | 80
C/C(N)=C(/C#N)C(=O)COC(=O)c1ccccc1C(=O)c1ccc(C)cc1 | 0 | 114 | 92 | 91 | -6 | 99 | 92 | 88
COc1ccc(OC)c(-n2c(CN3CCC(C(N)=O)CC3)nc3ccccc3c2=O)c1 | 0 | 92 | 100 | 100 | 6 | 97 | 101 | 101
O=C(NCc1ccccn1)Nc1ccc(F)cc1 | 13 | 94 | 100 | 104 | 5 | 104 | 108 | 102
CC1(C)Cc2c(sc3ncn4c(=S)[nH]nc4c23)CO1 | 0 | 80 | 99 | 101 | -11 | 95 | 97 | 94
CC(C)NC(=O)CSc1nc(N)c(NC(=O)c2ccco2)c(=O)[nH]1 | 0 | 89 | 103 | 96 | -2 | 92 | 102 | 102
CC1=NN(C(=O)CCCc2ccccc2)C(O)(C(F)(F)F)C1 (stereo not drawn) | 0 | 104 | 92 | 97 | 11 | 99 | 99 | 84
CCCSc1nc(N)c2c3c(sc2n1)CN(C)CC3 | 0 | 90 | 101 | 109 | 10 | 101 | 105 | 105
CC(=O)NC(CC(=O)O)c1ccc([N+](=O)[O-])cc1 (stereo not drawn) | 1 | 110 | 103 | 108 | 8 | 97 | 98 | 101
CCCCOc1ccc(C(=O)Nc2ccc(N3CCN(C)CC3)cc2)cc1 | 0 | 96 | 100 | 111 | 2 | 99 | 109 | 103
O=C(CN(C(=O)CSc1nnc(COc2ccccc2)o1)c1ccc(F)cc1)NC1CCCCC1 | 0 | 105 | 102 | 111 | 8 | 96 | 106 | 105
COc1ccc(OCc2cc(C(=O)NC3CCc4ccccc43)no2)c(Cl)c1 (stereo not drawn) | 5 | 105 | 104 | 102 | 0 | 94 | 94 | 95
COCCNC(=S)N(Cc1cccs1)Cc1cc2cccc(C)c2[nH]c1=O | 0 | 87 | 96 | 98 | -7 | 101 | 102 | 96
CCOc1ccccc1NC(=O)CSc1nnc(CNC(=O)c2ccccc2F)o1 | 0 | 106 | 103 | 104 | 8 | 98 | 100 | 100
CCCOC(=O)C(=O)NNc1ccccc1 | 0 | 98 | 105 | 100 | 10 | 87 | 107 | 99
CC(C)CC(=O)N1CCN(C(=O)c2ccc(-c3ccccc3)cc2)CC1 | 0 | 107 | 96 | 98 | 4 | 94 | 108 | 102
Cc1csc2nc(CNS(=O)(=O)N(C)C)cn12 | 0 | 98 | 97 | 96 | 7 | 103 | 105 | 100
CCNC(=O)COc1cc(C)c(Br)c(C)c1 | 12 | 78 | 106 | 115 | -10 | 105 | 107 | 109
CCC(C)(C)NC(=O)CN(Cc1cccs1)C(=O)C(=O)Nc1ccc2c(c1)OCCO2 | 74* | 92 | 93 | 97 | 3 | 100 | 110 | 101
CSc1ccc(C(c2c(C)[nH][nH]c2=O)c2c(C)[nH][nH]c2=O)cc1 | 4 | 100 | 97 | 95 | 19 | 112 | 105 | 89
COc1cc([N+](=O)[O-])ccc1NC(=O)Oc1ccc(NC(C)=O)cc1 | 0 | 105 | 102 | 103 | -4 | 105 | 104 | 97
O=C(NCC(F)(F)F)Nc1ccccn1 | 1 | 96 | 100 | 92 | -17 | 90 | 98 | ·
Cc1cc(SCC(=O)Nc2cccc(S(=O)(=O)NC3=NCCCCC3)c2)nc2ccccc12 | 31 | 92 | 97 | 99 | 10 | 105 | 97 | 92
COc1ccc(NC(=O)CSc2cc(C)ccc2C)cn1 | 3 | 94 | 97 | 90 | 2 | 95 | 88 | 76
Cc1ccccc1-n1c(SCC(=O)N2CCCCC2)nc(O)cc1=O | 0 | 81 | 103 | 92 | 0 | 67 | 95 | 111
Cc1ccc(OCCN(C)C(=O)c2cc(COc3ccc(F)cc3F)on2)cc1 | 5 | 97 | 97 | 96 | -3 | 103 | 102 | 93
O=C(COc1ncnc2c(Cl)cc(Cl)cc12)NCCC1=CCCCC1 | 1 | 98 | 97 | 99 | 9 | 96 | 100 | 96
Cc1noc(C)c1CSCC(=O)N(C)CC(=O)Nc1ccc(F)cc1 | 0 | 85 | 100 | 110 | 1 | 95 | 104 | 94
Cc1cc(C)nc(NC(=NCCc2c[nH]c3ccccc23)NC(=O)c2ccco2)n1 | 0 | 111 | 88 | 87 | 0 | 90 | 87 | 87
CN(c1ccc(C(=O)N2CCCCCC2)cc1)S(=O)(=O)c1ccc(Cl)cc1 | 0 | 100 | 98 | 103 | 27 | 108 | 98 | 93
CCOC(=O)c1[nH]cnc1C(=O)NC1CCCCC1 | 0 | 99 | 98 | 95 | 0 | 88 | 91 | ·
CCOC(=O)c1c(CN2CCOCC2)oc2ccc(OC(C)=O)cc12 | 0 | 98 | 99 | 96 | -2 | 88 | 101 | 96
Cc1cccc(CNC(=O)c2ccc3nc(Cc4ccccc4F)oc3c2)n1 | 0 | 104 | 102 | 102 | 0 | 111 | 105 | 98
Cc1ccccc1C(=O)N1CC(=O)Nc2ccc(F)cc2C1c1ccc(F)cc1 (stereo not drawn) | 0 | 103 | 100 | 101 | 9 | 96 | 109 | 103
CCOC(=O)C1=C(O)/C(=C\c2ccc(OC)c(OC)c2)N=C1C | 0 | 86 | 98 | 105 | 24 | 100 | 99 | 102
O=C(COC(=O)C1CC1)NC(=O)c1ccccc1 | 5 | 81 | 99 | 98 | 15 | 89 | 92 | 95
O=C(N/N=C/c1ccccn1)c1ccc(NC(=O)c2ccccc2Cl)cc1 | 2 | 108 | 104 | 107 | -10 | 98 | 108 | 107
CCN1CCN(CCNC(=O)c2ccc3c(c2)NC(=O)/C(=C\c2ccc(OC)c(OC)c2)S3)CC1 | 0 | 95 | 98 | 104 | 33 | 103 | 105 | 101
c1ccc(C2Nc3ccccc3-c3nc4ccccc4n32)nc1 (stereo not drawn) | 0 | 89 | 101 | 99 | -3 | 103 | 105 | 99

Further results follow:
SMILES | GRK2 inh | Yeast superoxide | RPL19A TOR yeast | AGP1-GFP MLPCN | VLA-4 inh | LAP4 TOR yeast | MEP2 TOR yeast | CIT2-GFP yeast
COc1ccc(CCNC(=O)COC(=O)c2cccn2C)cc1 | 2 | 129 | 96 | 96 | 0 | 104 | 104 | 94
COc1ccc(S(=O)(=O)N2CCc3ccccc32)cc1C(=O)OCc1c(C)noc1C | 1 | 106 | 99 | 102 | 12 | 109 | 121 | 101
Cc1ccc(S(=O)(=O)N2CCC(Oc3ccc(-n4cnnn4)cc3)CC2)cc1 | 0 | 108 | 100 | 100 | 6 | 85 | 100 | 99
Cc1ccc(S(=O)(=O)N2CCOCC2)cc1C(=O)NC1CCCC(C)C1C (stereo not drawn) | 3 | 102 | 99 | 101 | 11 | 110 | 102 | 98
Cc1ccc(NC(=O)CCN2CCC(C(N)=O)CC2)cc1 | 2 | 100 | 101 | 92 | 11 | 78 | 106 | 103
CCNC(=O)/C(C#N)=C/c1c(N2CC(C)OC(C)C2)nc2ccccn2c1=O (stereo not drawn) | 0 | 115 | 104 | 103 | 0 | 98 | 121 | 107
CC(C)(C)c1ccc(C(=O)N2CCN(C(=O)c3ccco3)CC2)cc1 | 0 | 95 | 98 | 101 | 16 | 102 | 95 | 102
CN(C)S(=O)(=O)c1ccc(C(=O)Nc2ccc(S(=O)(=O)NC3=NCCCCC3)cc2)cc1 | 0 | 93 | 100 | 105 | 5 | 104 | 108 | 101
CCOC(=O)c1c(NC(=O)C2CCCN(S(=O)(=O)c3ccccc3)C2)sc2c1CCCC2 (stereo not drawn) | 3 | 105 | 102 | 100 | 9 | 98 | 103 | 107
COc1ccccc1C(=O)NC(=O)COC(=O)c1ccc([N+](=O)[O-])cc1Cl | 0 | 99 | 97 | 105 | 12 | 102 | 101 | 100
COC(=O)Cc1[nH]c(Cl)nc1C(N)=O | 3 | 101 | 102 | 107 | 0 | 104 | 94 | 107
O=C(Cc1ccccc1)Nc1nnc(-c2ccccc2)o1 | 0 | 86 | 102 | 103 | -8 | 105 | 98 | 104
CC(C)CCN1CCN(Cc2cnc(-c3ccccc3)s2)CC1CCO (stereo not drawn) | 0 | 115 | ? | ? | -7 | ? | ? | 104[may fluoresce red]

The order is random; any-hit rate near 1.7%.
